APEX1 inh – blocks human APE1 abasic DNA cleavage. P27695. recombinant APE1, TAMRA/BHQ-2 abasic DNA cleavage fluorescence. Potency, µM (highest dose often 65.8 µM), for the others: top-dose activity change, negative = inhibition, usual class: inhibitors. 350,000 compounds, 0.35% hits;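 also: potency is read from the fitted curve at half-maximal effect; plate controls were vehicle for no effect and reference inhibitor for full effect; nearly all actives have a fitted effect of over 55% in size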
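Compound pre-exposure to 0.75 nM APE1, 15 min at ambient temperature. Reaction initiated with 50 nM TAMRA/BHQ-2 THF substrate, read immediately in kinetic mode, 525 nm excitation, 598 nm emission.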
POLK inh – inhibitors of human DNA polymerase kappa | Q9UBT6 | purified Pol kappa, fluorescent DNA synthesis assay, 10 min | Potency, µM (highest dose often 107 µM), for inactives: top-dose activity, negative = inhibition, usual class: inhibitors | 400,000 compounds, 0.53% hits; also: potency is read from the fitted curve at half-maximal effect; % is scaled to controls: 0 for no effect and ±100 for the full control effect
Target sequence (Q9UBT6 whole entry, looked up): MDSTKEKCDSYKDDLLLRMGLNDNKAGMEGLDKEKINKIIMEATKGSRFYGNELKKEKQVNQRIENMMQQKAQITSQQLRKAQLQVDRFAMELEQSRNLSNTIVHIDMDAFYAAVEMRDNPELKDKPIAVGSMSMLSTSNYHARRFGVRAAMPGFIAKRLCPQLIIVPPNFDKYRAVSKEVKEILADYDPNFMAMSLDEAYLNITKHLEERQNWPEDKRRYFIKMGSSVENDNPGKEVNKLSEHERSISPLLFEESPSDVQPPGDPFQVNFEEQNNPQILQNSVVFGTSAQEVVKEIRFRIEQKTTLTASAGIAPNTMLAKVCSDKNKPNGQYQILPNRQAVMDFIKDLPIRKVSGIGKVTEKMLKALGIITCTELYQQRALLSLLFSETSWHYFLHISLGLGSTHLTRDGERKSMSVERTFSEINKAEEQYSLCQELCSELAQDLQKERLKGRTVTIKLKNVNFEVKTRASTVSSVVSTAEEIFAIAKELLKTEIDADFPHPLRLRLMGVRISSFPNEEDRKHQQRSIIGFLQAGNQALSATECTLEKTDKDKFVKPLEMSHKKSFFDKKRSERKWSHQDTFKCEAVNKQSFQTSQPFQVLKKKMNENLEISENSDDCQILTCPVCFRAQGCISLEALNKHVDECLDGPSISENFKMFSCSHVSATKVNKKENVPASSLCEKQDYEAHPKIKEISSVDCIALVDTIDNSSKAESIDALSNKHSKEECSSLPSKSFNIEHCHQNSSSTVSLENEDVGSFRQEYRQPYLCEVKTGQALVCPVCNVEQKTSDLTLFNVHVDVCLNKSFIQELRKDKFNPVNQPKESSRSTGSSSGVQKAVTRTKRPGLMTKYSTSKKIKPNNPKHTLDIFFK
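Enzyme at 10 nM met test compounds for 15 min at room temperature. Substrate addition (50 nM final) began the reaction, which was monitored by fluorescence at 0 and 10 min.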
Pol beta inh – DNA polymerase beta (human) inhibition; AID 485314; Potency, µM (top dose mostly 114 µM), for the others: at the highest dose activity change, negative = inhibition, actives largely listed as inhibitors; Pol beta primer extension/strand displacement, fluorescence kinetic; 340,000 compounds, 1.3% hits; also: potency is read from the fitted curve at half-maximal effect; % is scaled to controls: 0 for no effect and ±100 for the full control effect
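Pol beta (10 nM) and compounds were preincubated 15 min at room temperature, then 50 nM substrate (final) started primer extension/strand displacement. Reads were taken at 0 and 10 min; concentration-response data were fitted to a four-parameter Hill equation.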
Pol iota inh – DNA polymerase iota (human) inhibition; Pol iota fluorescent replication assay, 10 min; Potency, µM (highest dose often 115 µM), without a hit: top-dose activity, negative = inhibition, hits mostly inhibitors; 390,000 compounds, 1% hits; AID 588590; also: potency is read from the fitted curve at half-maximal effect
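Pol iota at 10 nM preincubated 15 min with compounds at room temperature; reaction started with fluorescent substrate, 50 nM final. Fluorescence read kinetically at 0 and 10 min; buffer-only wells as negative control.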
GRP78 ERSR act – ER stress response induction in glioma; AID 602332; 420,000 compounds, 0.02% hits; Potency, µM, for the others: at the top dose activation, usual class: activators; U87-MG GRP78 promoter luciferase reporter, 16 h; also: potency is read from the fitted curve at half-maximal effect; series mostly up to about 76 µM; % of control where 0% means no effect; nearly all actives have a fitted effect of over 35% in size
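ERSR induction read as luciferase luminescence (Bright-Glo, 10 min at room temperature) in stably transfected human U87-MG glioma cells exposed to compounds for 16 h, using GRP78 as sensor.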
LDHA inh – inhibitors of human lactate dehydrogenase A | P00338 | purified LDHA, NADH/diaphorase-resazurin fluorescence; active compounds read low | activity change, % (values are at about 110 or 230 µM) | 480,000 compounds, 0.15% hits | AID 1347041; in the data active = activity change below about -30%; inconclusive = mostly about -25% to -30%;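 also: plate controls were DMSO wells for no effect and wells without enzyme for full effect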
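Remaining NADH was detected by diaphorase (0.133 mg/mL) converting 37 µM resazurin to fluorescent resorufin, read at 0 and 20 minutes. The preceding 5-minute room-temperature reaction used 2 nM LDHA, 0.2 mM sodium pyruvate and 0.06 mM NADH at pH 7.4.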
Anesthetic bind – binds horse apoferritin like a general anesthetic; 350,000 compounds, 0.074% hits; Potency, µM (series often up to 77.5 µM), inactives show top-dose activity change, negative = displacement, hits mostly inhibitors; AID 485281; apoferritin/1-aminoanthracene competitive binding, fluorescence; P02791; also: potency is read from the fitted curve at half-maximal effect; % is scaled to controls: 0 for no effect and ±100 for the full control effect; nearly all actives have a fitted effect of over 20% in size
Target sequence (P02791 2-175 limits assumed): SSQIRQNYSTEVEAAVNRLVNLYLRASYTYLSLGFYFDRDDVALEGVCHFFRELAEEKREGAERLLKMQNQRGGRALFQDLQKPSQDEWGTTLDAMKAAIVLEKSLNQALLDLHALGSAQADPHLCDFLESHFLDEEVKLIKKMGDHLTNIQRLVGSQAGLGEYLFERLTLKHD
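Steps: apoferritin (10 uM) was premixed with half-saturated 1-AMA in PBS, compounds were pin-transferred, plates stood 10 min at room temperature, fluorescence was read at 380/535 nm, and curves were fitted with a Hill equation.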
BLM inh – blocks DNA unwinding by human BLM helicase | P54132 | recombinant BLM DNA unwinding, fluorescence dequenching | Potency, µM (highest dose often 56.1 µM), for inactives: top-dose activity change, negative = inhibition, hits mostly inhibitors | 350,000 compounds, 0.2% hits | AID 2528;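 also: potency is read from the fitted curve at half-maximal effect; plate controls were vehicle for no effect and no enzyme for full effect; nearly all actives have a fitted effect of over 35% in size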
POLH inh – DNA polymerase eta (human) inhibition; recombinant Pol eta, fluorescent DNA replication assay; Potency, µM (highest dose often 114 µM), without a hit: top-dose activity change, negative = inhibition, usual class: inhibitors; 390,000 compounds, 1.2% hits; AID 588591; also: potency is read from the fitted curve at half-maximal effect; % is scaled to controls: 0 for no effect and ±100 for the full control effect
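Fluorescent replication assay: 50 nM final substrate added after a 15 min room-temperature compound preincubation with 10 nM enzyme. Signal taken at 0 min and again at 10 min.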
Active calls of the source: *; u = inconclusive; x = not tested or not shown; & = joins results of further samples; [ ] = remark or other dose. Unless noted, calls follow the shape of the dose curve; as a rule, active = well fitted curve in the direction sought with a large enough effect; inconclusive = small, poorly fitted or top-dose-only effect, or another doubt; inactive = no such curve, though single readings can be large; an effect the other way counts as inactive or inconclusive. The list is partial, so the mix of outcomes need not match the whole.

Codes – A = APEX1 inh; B = POLK inh; C = Pol beta inh; D = Pol iota inh; E = GRP78 ERSR act; F = LDHA inh; G = Anesthetic bind; H = BLM inh; I = POLH inh
Structure: O=C(O)CCC1=C2c3ccccc3CCN2C(=O)CC1
  A: 1% | B: -5% | C: 32% | D: -3% | E: -1% | F: 11 | G: 5% | H: -6% | I: -7%
Structure: O=C(N/N=C/c1ccc(O)c(O)c1)c1ccc(-n2cnnn2)cc1
  A: u | B: 79µM* | C: x | D: 45µM* | E: 0% | F: 7 | G: x | H: x | I: 22µM*
Structure: CCn1c(=O)c2cc(C(=O)NCCN(C)C)sc2c2ccccc21
  A: 11% | B: -11% | C: 2% | D: 32%[activator] | E: 2% | F: -1 | G: 4% | H: 79%[activator] | I: 1%
Structure: COc1ccc(C(=O)/C=C/Nc2ccc(S(=O)(=O)Nc3ncccn3)cc2)cc1
  A: 7% | B: x | C: 15% | D: x | E: x | F: x | G: 4% | H: -12% | I: x
Structure: CCOC(=O)C1=C(C)NC(=O)NC1c1ccoc1 (configuration not stated)
  A: 2% | B: -1% | C: -3% | D: 5% | E: -1% | F: -2 | G: -3% | H: -2% | I: -10%
Structure: CC(=O)Nc1c(-c2ccccc2)nc2cc(C)ccn12
  A: 24% | B: 4% | C: 5% | D: 106%[activator] | E: 1% | F: -1 | G: -4% | H: -1% | I: -6%
Structure: CCOc1ccc(S(=O)(=O)n2c(C)nc3ccccc32)cc1
  A: -2% | B: -17% | C: -3% | D: -5% | E: -4% | F: -8 | G: -5% | H: 1% | I: -8%
Structure: CN(CC(=O)Nc1ccccc1Cl)C(=O)CSc1ncc(C(F)(F)F)cc1Cl
  A: -1% | B: -5% | C: 1%[57.1 µM] | D: 9% | E: -3% | F: -4 | G: -16% | H: -3% | I: -21%
Structure: Cc1nc([N+](=O)[O-])c(C(=O)O)n1C
  A: 17% | B: -9% | C: -21% | D: -7% | E: -1% | F: -5 | G: -1% | H: 1% | I: -2%
Structure: COc1cccc(Nc2nc(CC(C)=O)ns2)c1
  A: -1% | B: -7% | C: 26% | D: 20% | E: 5% | F: 6 | G: -19% | H: -4% | I: -6%
Structure: CS(=O)(=O)N1CCCC(C(=O)Nc2cccc(F)c2)C1 (configuration not stated)
  A: 14% | B: -13% | C: 28% | D: 2% | E: -2% | F: 0 | G: -3% | H: 4% | I: -4%
Structure: CCOc1ccc(Cl)cc1C(c1c(C)[nH][nH]c1=O)c1c(C)[nH][nH]c1=O
  A: 8% | B: -3% | C: 7% | D: u | E: -5% | F: -6 | G: -2% | H: -6% | I: -18%
Structure: COc1ccc(/C=N/NC(=O)CSc2ccccc2)cc1OC
  A: -2% | B: -6% | C: u | D: 21% | E: 0% | F: -3 | G: -20% | H: -1% | I: -7%
Structure: CCN(CC)CCN(C(=O)c1ccco1)c1nc2ccc(Br)cc2s1
  A: x | B: 0% | C: -7% | D: -10% | E: -4% | F: -4 | G: 3% | H: -1% | I: -6%
Structure: O=C(O)/C=C/C(=O)Nc1ccc(Oc2ncnc3cc(Cl)ccc23)nc1
  A: 6% | B: -4% | C: 3% | D: 36%[activator] | E: -5% | F: 2 | G: 8% | H: -2% | I: -2%
Structure: COc1ccc(C(=S)N2CCCC2)cc1
  A: 2% | B: -12% | C: 3% | D: -5% | E: 0% | F: -5 | G: -1% | H: 1% | I: -14%
Structure: CC(C)(C)OC(=O)N1CCC(CNC(=O)Nc2ccccc2)CC1
  A: 2% | B: -5% | C: 2% | D: 13% | E: 1% | F: 1 | G: 3% | H: 1% | I: -1%
Structure: Cc1ccc(C2=[N+]([O-])C(C)(C)CC2)cc1
  A: -3% | B: -6% | C: -2% | D: 10% | E: 0% | F: 2 | G: -5% | H: -1% | I: 12%
Structure: CN(c1ccccc1C(=O)N1CCCC1)S(C)(=O)=O
  A: 1% | B: 1% | C: 10% | D: 2% | E: 2% | F: -2 | G: -6% | H: 1% | I: -15%
Structure: CCN(Cc1ccc(OC)c(COC)c1)CC1CCCN(CCc2cccc(OC)c2)C1 (configuration not stated)
  A: 29% | B: -2% | C: -3% | D: 2% | E: -2% | F: -15 | G: -13% | H: 4% | I: 0%
Structure: O=C(CCN1C(=O)/C(=C/c2ccc3c(c2)OCO3)SC1=S)Nc1ccc(C(=O)O)cc1
  A: u | B: -23% | C: u | D: u | E: 4% | F: 0 | G: -1% | H: u | I: u
Structure: COc1cccc(C(=O)NCC(c2ccc(N(C)C)cc2)N2CCc3ccccc32)c1 (configuration not stated)
  A: x | B: -2%[60.1 µM] | C: -1% | D: 0% | E: -5% | F: 3 | G: 43%[activator] | H: -5% | I: -19%
Structure: CCCCn1c(NC(=O)c2ccco2)c(S(=O)(=O)c2ccc(C)cc2)c2nc3ccccc3nc21
  A: u | B: -9% | C: u | D: 43%[activator] | E: 1% | F: 4 | G: 54%[activator] | H: -23% | I: -24%
Structure: O=C1NN=C(c2ccc(Cl)cc2)CC1c1c[nH]c2ccccc12 (configuration not stated)
  A: 2% | B: 3% | C: 1% | D: 9% | E: -3% | F: 1 | G: -20% | H: -13% | I: 2%
Structure: Cn1c(=O)[nH]c(=O)c2c1nc(N1CCCCC1)n2CC(O)COc1ccccc1 (configuration not stated)
  A: 7% | B: 4% | C: 7% | D: -17% | E: -5% | F: -8 | G: -4% | H: -4% | I: -13%
Structure: Cc1ccc(CNS(=O)(=O)c2c(C(=O)N3CCCCCC3)c(C)n(C)c2C)cc1
  A: 19% | B: -13% | C: 1% | D: 49%[activator] | E: 0% | F: 1 | G: -4% | H: -2% | I: -15%
Structure: COc1ccc(N(Cc2nnc3n2CCCCC3)C(=O)Nc2ccccc2)cc1
  A: 2% | B: -7% | C: u | D: 115%[activator] | E: -3% | F: -4 | G: -3% | H: -1% | I: 10%
Structure: COc1ccc(NC(=O)CCC(=O)N(Cc2ccc(OC)c(OC)c2)c2nccs2)cc1
  A: 0% | B: -18% | C: 1% | D: -4% | E: -5% | F: -3 | G: -8% | H: -11% | I: -10%
Structure: C=CC(=O)NC(C)(C)Cc1ccccc1
  A: 3% | B: -8% | C: -3% | D: 9% | E: -8% | F: -7 | G: -17% | H: -1% | I: 0%
Structure: CC1CCCN(c2nc3c(c(=O)n(C)c(=O)n3C)n2Cc2ccccc2)C1 (configuration not stated)
  A: 3% | B: -16% | C: 13% | D: 21% | E: 0% | F: -1 | G: u | H: -3% | I: -10%
Structure: CCCn1c(C(C)NC(=O)c2ccccc2)n[nH]c1=S (configuration not stated)
  A: -5% | B: -16% | C: 7% | D: 71%[activator] | E: -4% | F: -3 | G: 7% | H: 3% | I: -3%
Structure: O=C(NCCCN1CCOCC1)c1ccc(S(=O)(=O)N2CCOCC2)cc1
  A: -1% | B: -2% | C: 2% | D: 15% | E: -4% | F: -10 | G: -9% | H: -3% | I: 8%
Structure: CCc1ccc(OCC(=O)N/N=C(\C)c2ccc(-n3ccnc3)cc2)cc1
  A: -2% | B: -14% | C: 7%[57.1 µM] | D: -1% | E: 4% | F: -9 | G: -10% | H: 2% | I: -12%
Structure: Cc1ccc(NC(=O)COC(=O)CCc2c[nH]c3ccccc23)cc1[N+](=O)[O-]
  A: 4% | B: 0%[60.1 µM] | C: -29% | D: -2% | E: -6% | F: -2 | G: -7% | H: -8% | I: 3%
Structure: CCOc1ncccc1C(=O)NCc1ccccc1F
  A: 7% | B: 0% | C: 4% | D: 176%[activator] | E: -2% | F: -10 | G: -7% | H: -4% | I: -5%
Structure: CCN1CCN(c2ccc(S(=O)(=O)N3CCCCC3)cc2NC(=O)CC(NC(C)=O)c2ccccc2)CC1 (configuration not stated)
  A: -5% | B: -12% | C: x | D: 8% | E: -4% | F: -15 | G: x | H: x | I: -7%
Structure: CCC(=O)Nc1ccc(C(=O)CSc2nnc(CNc3ccc(Cl)cc3)o2)cc1OC
  A: 0% | B: -11%[60.1 µM] | C: 4% | D: -14% | E: 0% | F: -1 | G: u | H: -3% | I: 0%
Structure: COc1ccc(CNC(=O)c2ccc(Cn3cc(Cl)cn3)o2)cc1
  A: -8% | B: -6% | C: -5% | D: 13% | E: -1% | F: -3 | G: -2% | H: 2% | I: -22%
Structure: Cc1coc2cc3oc(=O)c(CCC(=O)NCCN4CCOCC4)c(C)c3cc12
  A: 19% | B: u | C: -2% | D: 89µM* | E: 7% | F: 4 | G: 0% | H: -6% | I: -6%
Structure: C/C(=N/NC(=O)c1ccc(Cl)s1)c1cccnc1
  A: 12% | B: 0% | C: 6% | D: 1% | E: 6% | F: 0 | G: u | H: -3% | I: -6%
Structure: O=C(COc1ccc(Cl)cc1)N1CCN(Cc2ccc3c(c2)OCO3)CC1
  A: 16% | B: -6% | C: -1% | D: 5%&2%&-10% | E: -4%&-4%&-4%&-2% | F: -7&0&2 | G: 4% | H: -8% | I: -14%&-19%
Structure: Cc1cccc(C(=O)Nc2ccnc(-c3ccncc3)n2)c1
  A: -3% | B: -10% | C: -7% | D: -2% | E: -1% | F: -13 | G: -5% | H: -4% | I: -9%
Structure: COC(=O)N1CCN(CCc2ccccc2)CC1
  A: 5% | B: 11% | C: 47% | D: 35%[activator] | E: -4% | F: -4 | G: -4% | H: 3% | I: -14%
Structure: Cc1cccn2c(=O)c3cc(C#N)c(=O)n(CC4CCCO4)c3nc12 (configuration not stated)
  A: 7% | B: x | C: 36% | D: x | E: x | F: x | G: 51%[activator] | H: -2% | I: x
Structure: COc1ccc(NC(=O)Nc2ccc3c(c2)CC(=O)N([C@H](C)CO)C[C@@H](C)[C@H](CN(C)C(=O)Nc2ccccc2)O3)cc1
  A: 0% | B: 0% | C: x | D: -4% | E: 2% | F: -3 | G: x | H: x | I: u

Three of the compounds above, with values under each structure:
Results follow in this order: APEX1 inh, POLK inh, Pol beta inh, Pol iota inh, GRP78 ERSR act, LDHA inh, Anesthetic bind, BLM inh, POLH inh
> Cc1cccn2c(=O)c3cc(C#N)c(=O)n(CC4CCCO4)c3nc12 (configuration not stated)
    7%, x, 36%, x, x, x, 51%[activator], -2%, x
> COc1ccc(CNC(=O)c2ccc(Cn3cc(Cl)cn3)o2)cc1
    -8%, -6%, -5%, 13%, -1%, -3, -2%, 2%, -22%
> Cc1cccc(C(=O)Nc2ccnc(-c3ccncc3)n2)c1
    -3%, -10%, -7%, -2%, -1%, -13, -5%, -4%, -9%
